PAD4 inh – blocks human protein arginine deiminase 4. recombinant PAD4, RCA probe fluorescence polarization. AID 485272. Q9UM07. 0.41% of 330,000 active. inhibition, % at 6.36 µM;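 active means percent inhibition above a cutoff equal to the mean of all tested compounds plus 3 SD, cut at about 15% in these data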;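 further: 0% = PAD4 with RCA probe and DMSO and 100% = probe without PAD4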
GSTO1 counter – GSTO1 inhibition, counter-screen for RBBP9 inhibitors. P78417. recombinant GSTO1, activity-based probe fluorescence polarization. inhibition, % at 5.96 µM. 1.1% of 300,000 active. AID 1974;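 active means inhibition above the campaign mean inhibition plus 3 SD, cut at about 35% in these data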;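 further: 0% = GSTO1-1 with DMSO and 100% = wells lacking GSTO1-1 enzyme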
Target sequence (P78417 whole entry, looked up): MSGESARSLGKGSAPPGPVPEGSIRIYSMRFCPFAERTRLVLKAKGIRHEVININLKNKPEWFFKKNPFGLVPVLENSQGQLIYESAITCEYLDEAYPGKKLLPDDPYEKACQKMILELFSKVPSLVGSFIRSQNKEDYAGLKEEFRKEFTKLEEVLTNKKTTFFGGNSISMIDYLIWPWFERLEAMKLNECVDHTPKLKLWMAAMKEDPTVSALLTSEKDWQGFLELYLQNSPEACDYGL
ZTA DNA inh – ZTA (EBV) inhibition in EBNA-1 counter-screen. ZTA-DNA binding, fluorescence polarization. inhibition, % at 11 µM. 0.15% of 320,000 active; in the data active means inhibition above about 33%
LYPLA2 counter – counter-screen for PME1 inhibitors: inhibitors of human LYPLA2 | O95372 | recombinant LYPLA2, FP-Rh probe fluorescence polarization | inhibition, % at 5.9 µM | 0.38% of 320,000 active;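 active means inhibition above the screen-wide mean plus 3 SD, limit set per campaign, cut at about 26% in these data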;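 further: 0% = LYPLA2 with DMSO and 100% = wells lacking LYPLA2 enzyme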
EBNA-1 inhibitor – blocks EBNA-1 binding to DNA. EBNA-1 DNA binding, fluorescence polarization. inhibition, % at 14.8 µM. 0.34% of 300,000 active. AID 1950; in the data active means inhibition above about 28%
PAFAH1B3 inh – inhibitors of human PAFAH1B3; 0.28% of 340,000 active; inhibition, % at 3.39 µM; AID 492972; Q15102; recombinant PAFAH1B3, FP-rhodamine probe, fluorescence polarization;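 active means inhibition above the screen-wide average of all tested compounds plus 3 SD, cut at about 25% in these data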;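 further: 0% = enzyme with DMSO only and 100% = wells lacking PAFAH1B3 protein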
LYPLA1 inh – counter-screen for PME1 inhibitors: inhibitors of human LYPLA1; O75608; recombinant LYPLA1, FP-Rh probe fluorescence polarization; inhibition, % at 5.9 µM; AID 2174; 0.16% of 320,000 active;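 active means inhibition above the mean of all tested compounds plus 3 SD, set per campaign, cut at about 14% in these data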;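 further: inhibitors block serine hydrolase probe labeling of LYPLA1 so polarization falls; 0% = enzyme with DMSO and 100% = wells lacking LYPLA1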
PAFAH2 inh – inhibitors of human PAFAH2; Q99487; recombinant PAFAH2, FP-rhodamine activity probe, fluorescence polarization; inhibition, % at 3.39 µM; 0.99% of 340,000 active; AID 492956;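 active means inhibition above the mean over all tested compounds plus 3 SD, cut at about 30% in these data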;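 further: inhibitors block probe labeling of enzyme so polarization drops; 0% = enzyme with DMSO and 100% = wells lacking PAFAH2 protein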
PREPL inh – inhibits the human prolyl oligopeptidase-like enzyme; Q4J6C6; 0.68% of 320,000 active; AID 2751; inhibition, % at 5.96 µM; recombinant PREPL, fluorescence polarization activity-based probe; in the data active means inhibition above about 43%;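 further: 0% = enzyme with DMSO and 100% = wells lacking enzyme; many of its hits are not listed in these tables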
Target sequence (Q4J6C6 whole entry, looked up): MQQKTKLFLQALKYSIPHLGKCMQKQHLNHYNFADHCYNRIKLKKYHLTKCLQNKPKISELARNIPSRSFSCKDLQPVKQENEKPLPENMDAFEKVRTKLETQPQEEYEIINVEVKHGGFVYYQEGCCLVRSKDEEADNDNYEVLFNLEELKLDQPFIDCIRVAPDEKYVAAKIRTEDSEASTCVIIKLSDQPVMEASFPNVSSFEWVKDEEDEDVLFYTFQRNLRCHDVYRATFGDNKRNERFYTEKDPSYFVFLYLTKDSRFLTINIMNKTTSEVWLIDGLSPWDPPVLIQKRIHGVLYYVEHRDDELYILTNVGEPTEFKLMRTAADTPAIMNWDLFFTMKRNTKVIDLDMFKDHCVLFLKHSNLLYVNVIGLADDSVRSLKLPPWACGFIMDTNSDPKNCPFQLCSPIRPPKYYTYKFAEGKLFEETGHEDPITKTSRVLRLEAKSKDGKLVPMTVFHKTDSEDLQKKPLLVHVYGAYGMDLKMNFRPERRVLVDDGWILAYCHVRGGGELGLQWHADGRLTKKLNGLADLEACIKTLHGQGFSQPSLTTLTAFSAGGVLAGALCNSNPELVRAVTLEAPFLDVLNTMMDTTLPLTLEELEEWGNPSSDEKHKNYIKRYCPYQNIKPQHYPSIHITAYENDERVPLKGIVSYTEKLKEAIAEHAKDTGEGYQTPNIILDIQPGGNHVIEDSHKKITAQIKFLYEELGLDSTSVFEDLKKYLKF
Active calls of the source: *; / = no result given.

SMILES,PAD4 inh,GSTO1 counter,ZTA DNA inh,LYPLA2 counter,EBNA-1 inhibitor,PAFAH1B3 inh,LYPLA1 inh,PAFAH2 inh,PREPL inh
COc1ccccc1Nc1nc(N)nc(CN2CCN(c3ccccc3F)CC2)n1,1,-1,0,0,1,-3,-4,3,1
Cc1c(C(=O)OCC(=O)N2C(C)CCCC2C)oc2ccccc12 (stereo unspecified),0,10,-20,-1,-1,2,-3,4,10
CCOC(=O)CCNC(=O)N1CCC(CCOc2ccccc2)(C(=O)OCC)CC1,0,8,-6,3,-1,9,1,-2,-11
Nc1ccc(Br)c2c1C(=O)c1ccccc1C2=O,4,10,-8,3,-9,/,4,/,19
COc1ccccc1OCC(=O)Nc1ccc(NC(=O)COc2ccccc2OC)cc1,-1,-9,16,-11,8,-8,-5,-6,11
CCn1c(C2CCN(S(=O)(=O)c3ccc(OC)cc3)CC2)n[nH]c1=S,2,3,-8,-2,0,4,-3,5,9
COCCCn1c(SCC(=O)Nc2ccc(C)cc2)nc2ccccc2c1=O,4,4,9,7,-1,5,0,7,5
O=C(NNC(=O)c1cc(S(=O)(=O)N2CCCCC2)ccc1Cl)c1ccccc1O,3,/,-8,-8,/,8,0,9,21
CCCOc1ccc(C(=O)OCCN2CCCCC2)c(O)c1,1,2,4,1,5,10,4,2,-7
Cc1ccc(/C=C/C(=O)NCc2ccccn2)o1,-2,-1,9,6,5,3,3,5,-4
COC(=O)c1cc(OC)c(OC)cc1NC(=O)Cn1nnc(-c2ccccc2Cl)n1,-1,5,-7,0,-8,2,-3,6,8
Cc1nc(NC(=O)C2CC2)sc1C(=O)Nc1ccccc1,-2,3,-1,-1,0,-1,-2,-2,1
COc1cccc(CNC(=O)N2CCN(c3ccccc3)CC2)c1,3,12,4,-5,0,7,-2,2,-4
COc1ccc(-c2ncnc(C(F)(F)F)c2-c2csc(C)n2)c(O)c1,0,-13,-4,-4,6,8,0,6,-4
O=C(NCCS(=O)(=O)N1CCN(c2ccccc2)CC1)c1ccc(Br)o1,1,6,0,7,6,5,1,4,8
CC(C)C(c1nnnn1C(C)(C)C)N1CCN(Cc2cccnc2)CC1 (stereo unspecified),6,5,1,2,-1,3,2,7,-2
CCN(CC)S(=O)(=O)c1ccc(N2CCOCC2)c(NC(=O)c2ccc3ccccc3c2)c1,0,-10,4,0,1,1,-5,-1,4
Fc1ccccc1OCC1CCCN(Cc2nc(CC3CC3)no2)C1 (stereo unspecified),-4,-4,-22,3,-4,-7,-2,3,4
N#CC1=C(N)S[C@@H](C(=O)c2ccc(F)cc2)[C@@H]1c1cccs1,-5,-3,-5,-2,9,4,0,-1,-17
O=C1N/C(=C/c2cccs2)C(=O)N1Cc1ccccc1F,0,4,-1,11,7,0,5,-1,-7
O=C(O)CN(CCc1ccccc1)S(=O)(=O)c1ccccc1,-1,-1,-7,1,0,3,-3,8,10
CCOc1ncccc1C(=O)OCC(=O)NCc1ccc(C(=O)OC)cc1,-6,/,/,/,/,1,/,6,7
COc1ccc(-c2c(C)nn(-c3ccccc3)c2N)cc1,7,4,-12,4,-5,6,3,-4,2
COCn1c(-c2ccc(OC)c(OC)c2)nc2ccccc21,0,1,-24,-1,5,8,3,-4,11
CCOc1ccc2nc(-c3ccccc3)nc(SCC(=O)OC)c2c1,-4,1,-19,-2,-7,10,-1,-5,-1
CCOc1ccc(N2C(=O)CC(Cc3ccccc3OC)C2=O)cc1 (stereo unspecified),8,3,-2,3,7,10,5,3,-2
Cc1ccc(S(=O)(=O)N2CCC(C)CC2)cc1C(=O)NCc1ccccn1,1,-5,-8,-5,-7,-1,0,-4,6
O=C(OCCOc1ccccc1F)c1cccc(S(=O)(=O)N2CCOCC2)c1,0,/,9,4,/,6,1,30*,6
COc1ccc(Cc2nnc(SCC(=O)Nc3cc(Cl)ccc3OC)[nH]c2=O)cc1,3,-33,11,0,-1,13,-2,4,-3
Cc1ccc(C#CC[N+]2(CC#Cc3ccc(C)cc3)CCCCC2)cc1,-2,-1,8,1,7,5,-1,7,0
Cc1cc(Cl)ccc1NC(=O)CSc1n[nH]c(N)n1,-2,/,-6,2,/,11,-1,1,-4
Cc1c(Cl)cccc1N(CC(=O)O)S(C)(=O)=O,2,1,2,2,-10,0,-1,3,5

Complete entries, quoted from the list.
`O=C(OCCOc1ccccc1F)c1cccc(S(=O)(=O)N2CCOCC2)c1` as listed: PAD4 inh: 0; GSTO1 counter: /; ZTA DNA inh: 9; LYPLA2 counter: 4; EBNA-1 inhibitor: /; PAFAH1B3 inh: 6; LYPLA1 inh: 1; PAFAH2 inh: 30*; PREPL inh: 6
`Cc1ccc(S(=O)(=O)N2CCC(C)CC2)cc1C(=O)NCc1ccccn1` as listed: PAD4 inh: 1; GSTO1 counter: -5; ZTA DNA inh: -8; LYPLA2 counter: -5; EBNA-1 inhibitor: -7; PAFAH1B3 inh: -1; LYPLA1 inh: 0; PAFAH2 inh: -4; PREPL inh: 6

More entries:
SMILES,PAD4 inh,GSTO1 counter,ZTA DNA inh,LYPLA2 counter,EBNA-1 inhibitor,PAFAH1B3 inh,LYPLA1 inh,PAFAH2 inh,PREPL inh
CN(CC(=O)Nc1ccccc1Cl)C(=O)CSC(=S)N1CCCC1,0,12,0,-2,-3,-5,-1,-3,3
Cc1ccccc1C(=O)NCCSc1ccccc1,-2,3,-7,8,3,-3,3,0,1
C[C@H](CCC(=O)O)[C@H]1CC[C@H]2[C@@H]3C(=O)C[C@@H]4CC(=O)CC[C@]4(C)[C@H]3CC(=O)[C@]12C,-4,9,2,2,6,1,2,0,-2
CCCCc1cc(=O)oc2cc(OCC(=O)NCc3ccccn3)c(Cl)cc12,0,2,-24,7,1,-10,-1,-4,4
CCOC(=O)C(C(=O)Nc1ccccc1)C1CCCCC1 (stereo unspecified),3,-4,6,-3,-1,12,1,4,-7
Nc1nc(SCC(=O)NCc2ccccc2)[nH]c(=O)c1NC(=O)c1ccccc1F,3,-2,1,1,-12,1,-5,10,12
CN(C)/C(=N\S(=O)(=O)c1ccccc1)c1ccc(F)cc1,-4,7,-9,-2,-7,10,-2,1,12
O=C(O)CCC(NS(=O)(=O)c1ccc(N2CCCC2=O)cc1)C(=O)O (stereo unspecified),-1,0,-6,3,3,8,0,3,-3
CSc1ccccc1C(=O)C1CCCN(C(=O)CCN2CCCO2)C1 (stereo unspecified),-1,4,6,-5,-13,14,-2,6,10
CCc1cccc2c(C(=O)COC(=O)c3nn(C)c(=O)c4ccccc34)c[nH]c12,-1,15,-8,-18,-5,5,-15,-9,-1
N#Cc1cccnc1N1CCN(C(=O)c2ccco2)CC1,-4,-1,-3,7,-7,8,-1,4,-7
Cc1ccc2cccc(OCc3nnc(SCC(=O)O)n3C)c2n1,-4,-4,-2,-2,-20,-2,3,4,9
CCOc1ccc(C(=O)NCCO)cc1,-1,-4,7,1,13,0,-1,-2,-4
CC(=O)Nc1ccc(S(=O)(=O)NCCc2csc(-c3cccnc3)n2)cc1,2,0,5,4,8,-3,0,3,-1
CCCCN1C(=O)C(=O)N(CC(=O)Nc2sc(C)c(CC)c2C(=O)OCC)C1=O,2,1,4,5,9,8,0,0,-2
CSc1nnc(CNC(=O)c2ccccc2)n1-c1cccc(C)c1,4,5,-25,5,-5,1,1,2,11
CC1(C)Cc2ccccc2/C(=C/C(=O)c2ccccc2)N1,2,1,12,-2,-7,8,0,-4,6
COc1ccc(N2CCN(S(=O)(=O)c3cc(Br)cnc3N)CC2)cc1,6,6,6,-6,1,-1,-2,1,8
O=C(Nc1c(C(=O)N2CCOCC2)oc2ccccc12)c1cccc([N+](=O)[O-])c1,-9,6,8,-11,-3,5,-2,4,10
CCCCNC(=O)COC(=O)CCC(=O)c1cccs1,-9,1,4,3,6,4,2,4,5
COc1ccc(S(=O)(=O)NNC(=O)Nc2ccc(C)cc2C)c(OC)c1,-5,0,8,8,13,9,4,-1,3
CCOc1ccccc1C1C(C(=O)Nc2ccccc2OC)=C(C)Nc2nnnn21 (stereo unspecified),-10,5,-6,2,-16,1,0,-5,-7
COCCNC(=O)CCCn1c(=O)c2cc(OC)c(OC)cc2n(CC(=O)Nc2ccc(F)cc2)c1=O,0,6,-3,-2,5,9,1,-9,-8
COC(=O)CN1C(=O)C(C)(C)Oc2ccc(C(=O)NC3CC3)cc21,-2,0,4,7,5,1,4,-4,7
CC1CCc2c(sc3ncnc(NCCCOC(C)C)c23)C1 (stereo unspecified),0,-6,5,-4,-8,8,-2,4,12
O=C(CN1CCN(Cc2ccccc2)CC1)N1N=CCC1c1ccccc1 (stereo unspecified),-3,8,-2,6,-9,7,3,4,6
NC1=NC(c2ccc(F)cc2)n2c(nc3ccccc32)N1 (stereo unspecified),-1,0,-2,-1,-10,7,-1,-6,-2
Cc1cc(C)n2nc(C(=O)N/N=C/c3ccco3)nc2n1,3,1,9,-3,-2,2,0,8,-7
CCCN1Cc2cccc(C(=O)Nc3ccc(CC)cc3)c2C1=O,-8,1,3,1,-2,4,-1,-6,-2
CCN(CC)c1ccc(C(=O)N/N=C/c2ccc(OC)cc2OC)cc1,4,12,5,2,7,10,2,7,27
O=C(CSc1ccc(Cl)cc1)N1CCN(c2ccc(Cl)cc2[N+](=O)[O-])CC1,4,0,-6,16,-4,5,1,18,-20
N#CCCn1c(SCC(=O)NCC2CCCO2)nc2ccccc21 (stereo unspecified),-1,5,-16,2,-4,3,1,1,13
COc1ccc(NC(=O)c2cc(S(=O)(=O)N3CCOCC3)ccc2N2CCOCC2)cc1,-1,-2,7,4,7,3,2,-4,0
CCC(=O)N(Cc1ccccc1)c1ccccn1,3,10,-6,-1,10,5,4,-1,4
O=C1CC(N(O)c2ccccc2)C(=O)N1c1cc(Cl)cc(Cl)c1 (stereo unspecified),15*,68*,-1,16,3,6,7,-4,17
O=C(Nc1nc(-c2ccccn2)cs1)c1ccc2c(c1)OCCO2,-1,4,2,3,-4,5,-5,6,-5
CCn1c(NCc2ccccn2)nc2ccccc21,-1,2,5,-4,4,-14,-1,-2,8

Bioassay records deposited in PubChem by The Scripps Research Institute Molecular Screening Center.

Some of the compounds tested. The share of hits here may be higher or lower than overall.
